PDI turbidity = inhibitors of human protein disulfide isomerase; 350,000 tested, 0.052% active; AID 588391; PDI insulin aggregation turbidity, A650, 90 min; inhibition, % at 10 µM; P07237;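 active means mean inhibition across replicates of 30% or more, whatever share of single replicates reach that level; inconclusive means mean inhibition below 30% while every single replicate reaches 30%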;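 further: absorbance from insulin aggregation driven by PDI reduction with DTT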
Target sequence (P07237 whole entry, looked up): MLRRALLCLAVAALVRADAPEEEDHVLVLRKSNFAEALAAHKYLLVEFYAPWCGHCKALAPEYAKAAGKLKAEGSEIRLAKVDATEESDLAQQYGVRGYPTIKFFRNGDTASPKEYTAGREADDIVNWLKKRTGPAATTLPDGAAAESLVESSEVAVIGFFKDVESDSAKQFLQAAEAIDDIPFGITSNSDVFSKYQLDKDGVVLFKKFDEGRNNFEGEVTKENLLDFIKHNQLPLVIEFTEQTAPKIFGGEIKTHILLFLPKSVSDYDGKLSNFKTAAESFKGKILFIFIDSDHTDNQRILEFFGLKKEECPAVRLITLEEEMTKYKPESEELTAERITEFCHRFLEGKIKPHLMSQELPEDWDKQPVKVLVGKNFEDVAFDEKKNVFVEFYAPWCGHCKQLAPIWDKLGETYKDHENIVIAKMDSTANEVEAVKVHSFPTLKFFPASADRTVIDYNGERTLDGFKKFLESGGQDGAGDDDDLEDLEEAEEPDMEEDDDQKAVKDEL
HTR2A ag = activates the mouse 5-HT2A serotonin receptor. CHO-K1 mHTR2A beta-arrestin complementation, luminescence; percent of 30 µM serotonin response. activation, % at 7.6 µM. 360,000 tested, 0.66% active;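 active means activation above a run cutoff, the mean activation of all tested compounds plus 3 SD, cut at about 14% in these data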;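 further: 0% = plate median of compound wells and 100% = 30 µM serotonin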
Glyco luc inh = N-linked glycosylation inhibition; D54 ERlucT glycosylation luciferase reporter, 24 h; percent of 100 nM tunicamycin response; reporter increase, % at 12.5 µM; 360,000 tested, 0.23% active;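 active means mean luciferase reporter signal, scaled so untreated is 0 and the glycosylation-blocking control 100, at or above a set limit in every replicate; inconclusive means mean reaches the limit but not every replicate does; inactive means mean below the limit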;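 further: luciferase carries N-glycosylation sites so blocking glycosylation raises the light; 0% = median of neutral control wells and 100% = median of 100 nM tunicamycin wells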
ABHD5-PLIN5 inh = blocks binding of human ABHD5 to perilipin-5 | inhibition, % at 4 µM | 360,000 tested, 0.78% active | Split G. princeps luciferase complementation, luminescence, 4 h | Q00G26+Q8WTS1;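 active means inhibition above the mean inhibition across every tested compound plus 3 SD, cut at about 22% in these data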;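 further: 0% = DMSO only wells and the 100% control is not disclosed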
MC4R antagonist = antagonists of human melanocortin 4 receptor (MC4R); MC4R-expressing cells, MTII-stimulated cAMP, LANCE TR-FRET; inhibition, % at 6.5 µM; 360,000 tested, 0.48% active; AID 540295;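 active means inhibition above its plate's cutoff, the mean of tested wells on that plate plus 3 SD, cut at about 29% in these data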;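 further: 0% = Melanotan II alone and 100% = Melanotan II plus saturating MCL0020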
Target sequence (P32245 whole entry, looked up): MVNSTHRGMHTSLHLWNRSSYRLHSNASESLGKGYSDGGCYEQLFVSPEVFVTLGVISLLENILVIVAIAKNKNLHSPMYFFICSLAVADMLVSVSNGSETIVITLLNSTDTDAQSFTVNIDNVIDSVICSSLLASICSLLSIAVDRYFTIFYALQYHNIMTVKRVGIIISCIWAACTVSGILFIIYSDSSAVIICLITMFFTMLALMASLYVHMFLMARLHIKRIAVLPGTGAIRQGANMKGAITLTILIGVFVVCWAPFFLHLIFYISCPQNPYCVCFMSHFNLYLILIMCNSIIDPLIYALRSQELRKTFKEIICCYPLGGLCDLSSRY
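System: U2OS-MC4R stable cell line; Technique: Eu-cAMP/anti-cAMP TR-FRET, emission 671 nm; Repeats: single well per compound; Also added: Melanotan II; Dosing: one concentration, 6.5 µM nominal; Schedule: 30-min compound, 1-h challenge, 1-h detection, room temperature.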
Cardio protect = myocardial damage modulation in H9c2 cells; H9c2 cardiomyocytes, H2O2 injury protection, ATPLite, 2 h; protection from H2O2 cell death, % at 20 µM; 360,000 tested, 0.63% active;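 active means compounds giving at least 50% protection of heart cells from peroxide-induced death in the single-dose screen, raw or plate-pattern-corrected value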;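 further: 0% = DMSO wells with peroxide and 100% = DMSO wells without peroxide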
CaV13 FRET inh = Disruptors of the CACNA1D IQ motif to Ca2+-dependent inactivation inhibitor domain association, primary screening, Förster resonance energy transfer in intact living …; HEK cells, CFP/YFP FRET ICDI-IQ, plate reader, 10 min; percent FRET-ratio fall versus neutral wells; inhibition, % at 12.3 µM; 340,000 tested, 0.098% active;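 active means mean replicate inhibition of at least 30% and at least 1% of replicates passing that level; inconclusive means only one of the two criteria is met; inactive means neither criterion is met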;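 further: 0% = median of the neutral control wells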
Granule exo inh = blocks lytic granule exocytosis | 360,000 tested, 0.66% active | inhibition, % at 10 µM | TALL-104 LAMP-1 surface exposure, flow cytometry; cells stimulated with thapsigargin and PMA;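 active means inhibition above about 55%, limit read from the data; inconclusive means no clear call, values can overlap the other calls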
MC4R ag barr = activates human MC4R beta-arrestin recruitment; P32245; activation, % at 8.9 µM; U2OS MC4R beta-arrestin complementation, luminescence; percent of melanotan II response, DMSO zero; AID 540308; 360,000 tested, 0.98% active;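 active means activation above a per-plate cutoff, the mean activation of sample wells on that plate plus 3 SD, cut at about 8% in these data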
ABCB6 inh 2 = human ABCB6 transporter inhibition | Q9NP58 | K562-ABCB6 porphyrin accumulation, flow cytometry, 1 h; active compounds read low | fluorescence ratio to DMSO, % at 10 µM | 360,000 tested, 0.19% active;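 active means fluorescence ratio to DMSO below 75%, the collection mean minus 3 SD; inconclusive means too few cells collected in the well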;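 further: signal is porphyrin accumulated inside mitochondria; 100% equals median channel fluorescence of DMSO control wells; lower ratio means ABCB6 inhibition with less porphyrin fluorescence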
An asterisk follows results filed as active; ? = inconclusive; nt = not tested or not shown. Compounds as they come. About 4.2% of those tested had a hit in this group.

Under each structure – PDI turbidity | HTR2A ag | Glyco luc inh | ABHD5-PLIN5 inh | MC4R antagonist | Cardio protect | CaV13 FRET inh | Granule exo inh | MC4R ag barr | ABCB6 inh 2
(1) CCOc1ccccc1NC(=O)c1ccc2nccnc2c1
 : 2.7 | 6.1 | -1.4 | 1.2 | 13.1 | 1.1 | -9.0 | 0.7 | 2.0 | 96.0
(2) COc1cccc(CC2CC(=O)N(c3ccc4c(C)cc(=O)oc4c3)C2=O)c1 (centres undefined)
 : 0.7 | 1.5 | 1.4 | 5.5 | 7.1 | 5.1 | 0.2 | -0.7 | -1.2 | 101.0
(3) OC[C@@H]1CN(Cc2ccc3c(c2)OCO3)C[C@H](n2cnc3c(NCc4ccco4)ncnc32)O1
 : 5.3 | 4.5 | -0.2 | -2.8 | 5.5 | -1.0 | -10.4 | -7.1 | 0.7 | 97.0
(4) COC(=O)NN=C1CCC(c2ccccc2)CC1 (centres undefined)
 : 1.4 | -1.9 | -1.7 | 1.6 | 2.9 | 1.1 | -7.2 | 4.9 | -2.6 | 99.0
(5) CCOc1ccc(CCN2C(=S)N([C@@H](CC(C)C)CN3CCCC3CN3C(=S)NC[C@@H]3Cc3ccc(O)cc3)C[C@@H]2Cc2ccc(O)cc2)cc1 (some centres undefined)
 : 25.1 | -5.7 | -8.0 | -5.9 | 6.8 | -2.9 | -9.3 | 23.9 | -1.4 | 91.0
(6) COc1cccc(OC)c1C(=O)Nc1ccc2c(c1)N(S(=O)(=O)c1cccs1)CCC2
 : 1.7 | 9.6 | -2.8 | -1.6 | 5.3 | 5.3 | -7.3 | -8.2 | -2.9 | 104.0
(7) O=C(c1cc(F)c(F)cc1Cl)N1CCCCC1
 : -3.2 | 1.6 | 0.1 | 4.6 | 3.7 | -0.1 | -4.5 | 4.6 | -0.9 | 105.0
(8) Cc1c(NS(=O)(=O)c2cccc(C(=O)NCc3ccccc3Cl)c2)c(=O)n(-c2ccccc2)n1C
 : -0.4 | 3.0 | -0.6 | -7.6 | 18.4 | -2.7 | -6.3 | -15.4 | -2.6 | 100.0
(9) NC(=O)c1nsc(C(=O)N(CC(=O)NCc2ccc3c(c2)OCO3)C2CCCC2)c1N
 : -1.4 | 8.7 | -1.3 | 3.7 | -8.4 | 4.3 | -0.7 | -11.0 | -1.4 | 95.0
(10) CCNC(=O)CP(=O)(c1ccccc1)c1ccccc1
 : -6.1 | 2.0 | -0.9 | 3.0 | -1.7 | 9.7 | nt | -3.0 | -0.1 | 99.0
(11) CCC(=O)Nc1cccc(-c2cc3ccccc3oc2=O)c1
 : 1.8 | -0.5 | -5.6 | 4.2 | -1.2 | -0.7 | -3.2 | -2.6 | 0.9 | 98.0
(12) CCCCN(C(=O)c1cccc(S(=O)(=O)N(CC)c2ccccc2)c1)c1c(N)n(CCCC)c(=O)[nH]c1=O
 : 4.3 | 0.2 | 0.4 | 6.9 | 0.8 | 5.2 | -5.4 | 3.4 | -1.0 | 99.0
(13) NC(=O)c1nsc(C(=O)N(c2ccc(F)cc2)C(C(=O)NCC2CCCO2)c2c[nH]c3ccccc23)c1N (centres undefined)
 : 12.1 | 6.0 | -2.0 | -14.6 | 11.2 | 6.4 | -3.0 | -6.6 | 1.3 | 100.0
(14) O=S(=O)(c1ccccc1)n1cc(-c2cccc3nccn23)c2ccccc21
 : 9.8 | 2.4 | 3.3 | 1.7 | 3.6 | -22.4 | -5.1 | 13.6 | -2.1 | ?
(15) Cn1nc(NC(=O)CC(C)(C)CC(=O)O)c2ccccc21
 : 28.1 | -0.3 | 0.5 | 7.5 | 7.0 | -5.6 | -20.0 | 0.2 | -0.9 | 94.0
(16) CC(C)(C)c1ccc(C(=O)NNC(=O)c2cccc(Br)c2)cc1
 : 1.7 | -7.4 | 202.8* | 0.3 | 6.8 | -3.6 | -3.7 | -2.6 | 0.0 | 89.0
(17) CN1CCN(C2=C(Cl)C(=O)N(c3cccc(Cl)c3)C2=O)CC1
 : 11.6 | 8.1 | 1.0 | -0.9 | -3.0 | 3.2 | -5.0 | -1.1 | -2.3 | 101.0
(18) CCOC(=O)c1c(C)oc2c1c(C(c1cccnc1)N1CCCCC1)c(O)c1ccccc12 (centres undefined)
 : 1.0 | 0.2 | 0.6 | -27.1 | -0.7 | -23.9 | -0.1 | 55.4 | 1.0 | 102.0
(19) c1csc(CSc2nc3ccccc3s2)c1
 : 3.2 | 0.9 | -6.6 | -10.6 | 3.1 | -9.4 | -8.3 | -2.3 | -0.1 | 88.0
(20) NC(=O)c1nc(-c2ccccc2)c(-c2ccccc2)[nH]c1=O
 : 0.3 | -1.0 | -1.4 | -5.9 | 10.1 | 4.7 | -3.3 | 1.0 | 3.7 | 100.0
(21) COc1cc(N)c2ncccc2c1Br
 : 13.1 | -2.6 | 7.7 | -12.8 | -5.9 | -5.1 | -9.3 | 7.0 | -0.6 | 108.0
(22) COc1cccc(C2C(C#N)=C(N)Oc3cc(C)n(Cc4ccccn4)c(=O)c32)c1OC (centres undefined)
 : -7.7 | -1.5 | 0.8 | 3.4 | 2.9 | 2.9 | nt | 0.7 | -0.1 | 93.0
(23) COc1ccccc1Oc1cn[nH]c1-c1ccc(O)cc1O
 : -1.2 | 4.4 | 1.3 | 3.4 | 7.4 | -4.3 | -4.5 | 1.4 | -1.0 | 98.0
(24) Cc1ccc(S(=O)(=O)NC2=NCN(CCOC(=O)c3ccc([N+](=O)[O-])cc3)CN2)cc1
 : 0.7 | 2.0 | -0.5 | 3.6 | -5.0 | -1.9 | -4.1 | -2.0 | 2.0 | 99.0
(25) COc1ccc(C(=O)O/N=C(\N)c2ccc(OC)c(OC)c2)cc1
 : -1.2 | 0.5 | 0.8 | -1.7 | 6.6 | -4.5 | -19.6 | 2.5 | 0.1 | 100.0
(26) O=C(COC(=O)c1cc(=O)[nH]c2ccccc12)NC1CCCCC1
 : 0.3 | -6.1 | 1.4 | -8.9 | 1.2 | 1.8 | -15.4 | -2.3 | -1.5 | 102.0
(27) Cc1ccc(NC(=O)Cn2ccc([N+](=O)[O-])n2)cc1C
 : -2.4 | -5.8 | 2.6 | 3.7 | -4.5 | 2.8 | -0.3 | -2.3 | -1.8 | 89.0
(28) CC(=O)c1cc2c(cc1NS(=O)(=O)c1ccc(C)cc1)OCO2
 : 11.6 | 0.6 | 1.4 | 1.6 | -12.7 | 3.3 | -5.5 | 1.8 | -1.3 | 97.0
(29) CCOc1ccc(NC(=O)CC2C(=O)N(c3cccc(OC)c3)C(=O)N2C(C)C)cc1 (centres undefined)
 : nt | -1.6 | 2.9 | -0.7 | 5.0 | 3.8 | 0.5 | -1.2 | -0.1 | 103.0
(30) Cc1ccc(C)c(S(=O)(=O)NCC(c2ccc3c(c2)OCO3)N2CCOCC2)c1 (centres undefined)
 : -3.6 | 2.1 | -0.8 | 7.3 | 1.3 | -4.9 | -6.3 | -2.6 | -1.2 | 100.0
(31) O=C(CCS(=O)(=O)c1ccc(F)cc1)Nc1nnc(-c2cccs2)o1
 : -5.5 | 12.2 | -6.6 | 7.5 | 1.1 | 12.0 | nt | 3.7 | -3.6 | 98.0
(32) O=C(/C(=C/c1ccc(Cl)cc1)c1nc2ccccc2[nH]1)c1cccs1
 : 2.4 | -3.4 | -8.8 | 58.0* | 8.7 | -15.2 | nt | 96.3* | -1.7 | 109.0
(33) CCOc1cc(Cl)c(S(=O)(=O)NCCCn2ccnc2)cc1Cl
 : 6.8 | 0.9 | -1.6 | 1.4 | 9.7 | -14.3 | 4.5 | -7.0 | -0.1 | 110.0
(34) Cc1cc(Cc2cc(C)c(N)cc2C)c(C)cc1N
 : -4.1 | 0.1 | 0.5 | 1.1 | -6.0 | -4.5 | 2.6 | 3.3 | -3.0 | 96.0
(35) C[C@@H]1C(=O)O[C@H]2[C@H](O)[C@@]34[C@H]5C[C@@H](C(C)(C)C)[C@]36[C@@H](OC(=O)[C@@H]6O)O[C@@]4(C(=O)O5)[C@@]12O
 : -4.7 | 1.1 | 0.5 | -3.2 | 19.0 | 8.1 | -1.9 | -5.1 | -1.7 | 98.0
(36) Nc1nnc(CCC2CCCCC2)s1
 : 4.2 | 6.0 | -0.8 | 0.7 | 6.2 | -1.6 | -8.1 | 5.2 | 1.5 | 100.0
(37) CCOc1ccccc1NC(=O)NC(C)c1ccc2c(c1)OCO2 (centres undefined)
 : 10.1 | -2.1 | 1.1 | 1.3 | 2.9 | 2.2 | -6.2 | -1.8 | -4.1 | 96.0
(38) CCOc1cc(C(C(=O)NCC2CCCO2)N(C(=O)Cn2nnc3ccccc32)c2cccc(OC)c2)ccc1O (centres undefined)
 : -8.7 | -2.1 | 0.2 | -6.5 | 2.1 | 0.8 | -8.3 | -2.8 | -1.5 | 98.0
(39) Cc1ccc(C)c(OCC(=O)Nc2ccc(C(=O)O)cc2NC(=O)COc2cc(C)ccc2C)c1
 : -2.9 | -10.2 | 4.3 | -5.9 | 9.9 | 4.6 | -4.7 | -16.1 | 1.6 | 101.0
(40) CC(C(=O)NC1CCCc2ccccc21)N1C(=O)C2CCCCC2C1=O (centres undefined)
 : -2.9 | -0.8 | 1.6 | -6.6 | 13.1 | 6.7 | -3.1 | 3.5 | 1.5 | 97.0
(41) COc1ccc(S(=O)(=O)NCC2CCCO2)cc1C(=O)O (centres undefined)
 : -16.0 | 1.4 | 2.0 | 0.2 | 2.4 | 0.3 | -0.9 | 6.2 | -0.9 | 95.0
(42) CN1CCN(NC(=O)Nc2ccc([N+](=O)[O-])cc2)CC1
 : 5.2 | -6.5 | -0.5 | 1.9 | -0.7 | -4.2 | -3.2 | 0.7 | -2.5 | 96.0
(43) O=C(NC(=S)Nc1cc(Cl)ccc1O)c1cccc(Br)c1
 : 2.6 | -6.6 | 2.5 | -10.4 | 14.8 | -4.3 | -2.7 | -7.1 | -1.1 | 104.0
(44) COc1ccc(OC)c(S(=O)(=O)N2CCN(CC(O)COc3ccccc3)CC2)c1 (centres undefined)
 : 7.0 | -6.2 | -1.3 | -0.3 | 5.7 | -6.3 | -4.5 | 5.6 | -0.9 | 93.0
(45) COc1ccc(CNC(=O)C(c2ccccc2F)N(C(=O)c2csnn2)C2CC2)cc1 (centres undefined)
 : 6.0 | 6.8 | -0.8 | 0.7 | -1.9 | 16.3 | -4.1 | 13.0 | -1.0 | 96.0
(46) N#Cc1cccc(C(=O)C(=O)N2CCN(C(=O)OCc3ccccc3)CC2)c1
 : nt | 8.2 | nt | 0.2 | nt | nt | -15.8 | -1.4 | nt | nt
(47) CCN(CC)P(=O)(Nc1ccc(C)cc1Br)c1ccc(N(C)C)cc1NC(=O)c1ccco1 (centres undefined)
 : 3.4 | -0.2 | -1.7 | -5.9 | 10.3 | -4.1 | -6.3 | -5.6 | -0.9 | 100.0

Source: PubChem
